IMP-1 inhibitor – blocks Pseudomonas aeruginosa IMP-1 metallo-beta-lactamase; AID 1556; purified IMP-1, nitrocefin hydrolysis, epi-absorbance fluorescence; actives 0.45% (n = 290,000); inhibition, % at 5.6 µM;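 active = inhibition above the mean plus 3 SD of all compounds in the same screening run, cut at about 4.5% in these data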;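 note: 0% = IMP-1 with DMSO and 100% = DMSO wells lacking enzyme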
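System: purified IMP-1; amount: IMP-1 0.2 nM before substrate addition; compound: single dose, 5.6 µM; times: 25 °C, 15 min preincubation, 25 min reaction; signal: Epi-absorbance via hydrolysed-nitrocefin quenching of white-plate fluorescence, 480/530 nm, EDTA stop; benchmarks: DMSO with and without IMP-1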
NS3 helicase inh – HCV NS3 helicase inhibition; NS3 helicase DNA unwinding, Cy5 molecular beacon fluorescence; actives 0.56% (n = 290,000); inhibition, % at 10.9 µM; AID 1800;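 active = inhibition above the mean of all tested compounds plus 3 SD, set per campaign, cut at about 35% in these data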;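 note: 0% = DMSO wells and 100% = thioflavine S control wells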
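System: HCV NS3 helicase fragment; control set: DMSO and thioflavine S; technique: Cy5 fluorescence at 0 and 60 min, beacon hairpin quenching; reagent: beacon DNA duplex substrate plus ATP; replicates: singlicate; schedule: 1 h reaction at 25 °C, ATP-initiated; medium: MOPS buffer pH 6.5 with MgCl2, DTT, Tween20, BSA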
UBC9 SUMO inh – blocks human SUMOylation mediated by UBC9; P63279; HTRF SUMOylation assay, SAE1/SAE2 + UBC9, in vitro; inhibition, % at 35 µM; actives 0.36% (n = 290,000); in the data active = inhibition above about 50%, passing the limit was not always enough; note: strong numbers were not always called active
Target sequence (P63279 whole entry, looked up): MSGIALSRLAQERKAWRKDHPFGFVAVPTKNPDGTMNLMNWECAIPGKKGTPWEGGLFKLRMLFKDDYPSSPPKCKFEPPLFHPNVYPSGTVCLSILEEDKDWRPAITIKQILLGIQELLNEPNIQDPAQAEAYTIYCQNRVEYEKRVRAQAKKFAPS
VIM-2 inhibitor – blocks Pseudomonas aeruginosa VIM-2 metallo-beta-lactamase. purified VIM-2, nitrocefin hydrolysis, epi-absorbance fluorescence. inhibition, % at 5.6 µM. actives 0.89% (n = 290,000). AID 1527;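 active = inhibition above the mean of all tested compounds plus 3 SD, cutoff set per screening run, cut at about 7.5% in these data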;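 note: red hydrolysis product quenches plate fluorescence so inhibitors raise well fluorescence; 0% = enzyme with DMSO and 100% = DMSO without enzyme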
M18AAP inhibitor – PfM18AAP enzyme inhibition; actives 1.2% (n = 290,000); inhibition, % at 7.35 µM; recombinant PfM18AAP, H-Glu-NHMec fluorogenic cleavage;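 active = inhibition above the campaign mean inhibition over all tested compounds plus 3 SD, cut at about 28% in these data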;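 note: 0% = plate median of test compound wells and 100% = 2 mM ZnCl2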
pCIP destab – p/CIP protein destabilization; Q05BA5; actives 0.01% (n = 290,000); AID 1984; decrease of EGFP signal, % at 10 µM; F442A p/CIP-EGFP cells, EGFP fluorescence, 16 h;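 active = EGFP signal decrease of at least 30% at 10 µM or well 3 SD below plate mean, unless failing retest; inactive = the rest, including hits failing retest or dose response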; note: some compounds called inactive have numbers as strong as hits; many of its hits are not listed in these tables
IDE cell inh – inhibitors of human insulin-degrading enzyme in cells; P14735; HEK cells, FAbetaB cleavage, fluorescence polarization; inhibition, % at 5.59 µM; actives 0.41% (n = 320,000); AID 434962;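 active = percent inhibition above the average of all tested compounds plus 3 SD, set per screening campaign, cut at about 16% in these data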;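 note: IDE supplied by intact live HEK cells; FP after avidin binding of uncleaved biotin substrate so inhibition keeps polarization high; 0% = DMSO wells and 100% = 60 µM reference IDE inhibitor Ii1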
FID counter – fluorescent intercalator displacement, NS3 helicase counter-screen. DNA fluorescent intercalator displacement, fluorescence. inhibition, % at 7.9 µM. actives 0.17% (n = 290,000); in the data active = inhibition above about 37%;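 note: 0% = vehicle and 100% = reference compound; higher means more ethidium bromide displaced from hairpin DNA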
IDE act – activators of human insulin-degrading enzyme in cells | P14735 | AID 493087 | HEK cells, FAbeta-B cleavage, fluorescence polarization; 0% vehicle, 100% cell-free pure enzyme wells | activation, % at 5.96 µM | actives 0.073% (n = 340,000);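 active = activation above the mean of all tested compounds plus 3 SD, set per screening campaign, cut at about 17% in these data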
Active calls of the source: *.

SMILES	IMP-1 inhibitor	NS3 helicase inh	UBC9 SUMO inh	VIM-2 inhibitor	M18AAP inhibitor	pCIP destab	IDE cell inh	FID counter	IDE act
CC(C)CC1=C/C(=C/c2ccc(-c3ccccc3)o2)C(=O)O1	4.9*	30	24	-2.8	-2	-4	7	-19	1
O=C(CS(=O)(=O)c1ccccc1)N1CCc2ccccc21	-3.1	0	-8	-3.3	1	1	-5	-1	0
NS(=O)(=O)c1ccc(CCNC2CC(=O)N(CCc3ccccc3)C2=O)cc1 (stereo unspecified)	-2.4	-2	14	-2.1	-13	0	-4	-5	-2
COc1ccc(S(=O)(=O)Cc2ccc(C(=O)N3CCN(c4cc(C)ccc4C)CC3)o2)cc1	-3.7	-13	-25	-4.2	3	6	6	-43	3
CCOc1ccccc1NC(=O)NC(C)c1ccc2c(c1)OCO2 (stereo unspecified)	-4.2	3	-4	-4.3	5	-15	-1	-19	2
CCc1nnc(NC(=O)c2ccc(NS(=O)(=O)c3ccccc3)cc2)s1	-3.8	-4	-1	-2.5	-2	2	7	-7	6
CCOC(=O)C(C)Sc1ccc2nnc(-c3ccc(F)cc3)n2n1 (stereo unspecified)	-4.2	12	17	-1.3	-8	-10	5	-15	8
O=[N+]([O-])c1ccc(OS(=O)(=O)Cc2ccccc2)cc1	-3.8	-1	8	-2.4	-1	1	2	0	3
CC(C)(C)NC(=O)C(c1c[nH]c2ccccc12)N(C(=O)Cn1nnc(-c2ccc(Cl)cc2)n1)c1ccccc1F (stereo unspecified)	-4.7	7	-25	-3.5	0	-9	0	-10	3
CCC1CCCCN1CCNS(=O)(=O)c1ccc2c(c1)oc(=O)n2C (stereo unspecified)	-3.3	3	-13	-4.4	9	-11	2	4	1
COc1ccc(C(CNC(=O)Nc2ccccc2)N2CCN(C)CC2)cc1 (stereo unspecified)	-3.2	0	20	-1.7	-6	-5	7	12	4
Cc1ccccc1CN1CCN(S(=O)(=O)c2cccs2)CC1	-5.1	-1	11	-0.8	3	-3	-5	-6	-1
COc1ccc(NC(=O)Cc2nnc(SCC(=O)Nc3nccs3)n2C)cc1	-1.5	8	11	-1.1	2	-3	-1	-11	4
O=C(Nc1c(C(=O)Nc2cccc(F)c2)oc2ccccc12)c1ccc2c(c1)OCO2	-4.5	1	40	-2.6	1	-8	-4	2	4
CC(=O)Oc1c(Br)cc(N(C(C)=O)S(=O)(=O)c2ccccc2)c2ccccc12	-4.2	2	32	-2.4	-14	-7	2	-24	-3
CCC(=O)N1CCc2cc(Br)cc(S(=O)(=O)N(C)c3ccc(OC)cc3)c21	0.0	-14	3	0.9	-6	-15	-2	-33	4
CC1(C)OC(=O)C(=CNCC(O)c2ccccc2)C(=O)O1 (stereo unspecified)	-0.7	-7	0	-3.2	1	-20	4	2	10
CCOc1ccc(NC(=S)Nc2ccc(OC(F)(F)F)cc2)cc1	0.2	0	-8	0.9	7	-2	2	-2	7
O=C(CN1CCN(S(=O)(=O)N2CCCCC2)CC1)Nc1ccc(Br)cc1	-2.8	-18	-8	-2.7	-1	-9	0	-27	-5
CCc1ccc(N(C(=O)c2ccco2)C(C(=O)NC2CCCC2)c2cccnc2)cc1 (stereo unspecified)	-3.0	-16	10	-3.2	-5	-25	-3	-41	3
NC(N)=N/N=C/c1ccc(OCc2ccc(Cl)cc2Cl)cc1	-2.8	-70	-36	-1.8	2	-14	0	22	7
O=C(CCc1ccccc1O)NC1CCCc2ccccc21 (stereo unspecified)	-2.2	7	8	-3.4	4	-1	-3	-12	-2
Cc1ccc(NC(=O)C2CC(=O)N(Cc3ccco3)C2)cc1 (stereo unspecified)	-1.5	-1	9	-1.7	-12	-5	-1	-3	0
Cn1c(NC(=O)C[n+]2cc(-c3ccc(Cl)c(Cl)c3)n3c2CCC3)cc(=O)n(C)c1=O	-2.1	-3	19	-1.4	-5	2	2	9	2
CC(=O)Nc1sc2c(c1C(c1cccc(Cl)c1)N1CCN(CCO)CC1)CCCC2 (stereo unspecified)	-1.7	-40	-6	-2.1	4	3	5	20	1
Cc1ccccc1C(=O)c1cccn1CC(=O)NCCCN1CCc2ccccc2C1	-2.0	-17	5	-1.4	10	8	3	10	2
COC(=O)c1cc(S(=O)(=O)NCC2CCN(Cc3cccc(F)c3)CC2)cn1C	-6.0	0	10	-0.6	-2	-16	9	5	3
CCCCS(=O)(=O)NC1=NCN(CC)CN1	-3.5	2	-19	-1.2	-2	6	3	-2	-3
CCOC(=O)C(C)Oc1cc(Cl)c(C=O)cc1OC (stereo unspecified)	-0.9	-4	19	-0.7	2	-4	-7	0	-4
Cc1ccc(-c2noc(C3CCCN(C(=O)c4cccc([N+](=O)[O-])c4)C3)n2)o1 (stereo unspecified)	0.7	13	-3	1.7	1	15	-8	-19	-3
CCCCC(CC)CNC(=O)c1[nH]c(C)c(C(C)=O)c1C (stereo unspecified)	-4.0	7	10	1.0	-1	-14	2	-25	8
O=S1(=O)CCN2C(=N1)Sc1c2ccc2c1CCCC2	-1.8	-14	26	1.5	0	-16	0	-6	0
Cc1ccn2c(c1)nc(=O)c1cc(S(=O)(=O)N3CCOCC3)ccc12	-0.4	-3	16	1.6	0	7	-2	-3	7
CSc1nc2ccc(S(=O)(=O)Nc3c(C)n(C)n(-c4ccccc4)c3=O)cc2s1	-2.0	1	12	1.1	3	-1	-3	-20	8
Cc1cc(C)n2c(SCCC(C)C)nnc2n1	-0.3	2	8	1.9	-8	-1	3	-13	8
Cc1onc(-c2c(Cl)cccc2Cl)c1C(=O)Nc1nc(C(C)(C)C)cs1	-1.2	-7	-3	-2.9	-7	-9	-1	-24	-4
N#Cc1ccc(N2CCCNCC2)nc1	-1.7	1	15	-0.5	-2	0	6	0	4
O=C(COc1ccccc1)N=C1SC2CS(=O)(=O)CC2N1c1ccc(F)cc1F (stereo unspecified)	-2.5	9	12	-0.7	-6	-1	0	-21	1
COc1ccc(OC)c(NC(=O)CCNS(=O)(=O)c2ccc3c(c2)oc(=O)n3C)c1	-3.6	6	-6	-1.7	4	-3	3	3	6
CCOC(=O)C1=C(C)N(c2ccc(C)cc2)C(=O)/C1=C\c1ccc(O)c(OC)c1	-0.3	20	-2	5.2	16	-4	-19	-10	3
Cc1sc(NC(=O)CN(Cc2ccccc2)C(=O)C2CC2)c(C(N)=O)c1C	-3.9	-4	2	-1.7	3	8	3	-10	5
CCS(=O)(=O)N1Cc2ccccc2CC1C(=O)NCCc1ccccc1 (stereo unspecified)	-3.9	2	5	-3.7	0	-9	2	-17	-1
O=C(CCCn1c(=O)[nH]c2ccsc2c1=O)N1CCCCC1	-3.2	1	14	-0.4	-3	6	4	-5	5
COc1cc(CNCc2cccs2)ccc1OCc1ccccc1	-2.8	-25	-7	-0.6	2	-44	-3	9	3
COc1ccc(Nc2nc(CC(C)=O)ns2)cc1	-2.3	12	12	-4.4	6	0	-3	-9	-2

As entered above.
Under M18AAP inhibitor, `O=C(CCCn1c(=O)[nH]c2ccsc2c1=O)N1CCCCC1` has the entry -3
Under IMP-1 inhibitor, `CCOC(=O)C1=C(C)N(c2ccc(C)cc2)C(=O)/C1=C\c1ccc(O)c(OC)c1` has the entry -0.3

Other entries follow:
SMILES	IMP-1 inhibitor	NS3 helicase inh	UBC9 SUMO inh	VIM-2 inhibitor	M18AAP inhibitor	pCIP destab	IDE cell inh	FID counter	IDE act
CCCc1nnc(NC(=O)CCC(=O)NCCc2ccc(OC)c(OC)c2)s1	1.4	1	-9	-0.2	2	-31	-13	-12	-2
Cc1ccc(CNC(=O)CSc2nc(N3CCCCC3)nc(N3CCCCC3)n2)cc1	-3.3	-21	-12	-5.5	-2	7	3	-5	-3
COc1cccc(NC(=S)N(CCN(C)C)C(C)c2ccncc2)c1 (stereo unspecified)	-1.9	6	7	-0.3	2	-3	9	-4	11
CCOC(=O)C1(Cc2ccccc2)CCCN(Cc2ccc(OCC)c(CO)c2)C1 (stereo unspecified)	-3.0	-16	-15	-2.9	-2	-15	-3	23	3
CCOC(=O)C1CCN(C(=O)c2cccc(NC3=NC4CS(=O)(=O)CC4S3)c2)CC1 (stereo unspecified)	-2.9	1	10	0.3	-6	-6	3	-10	2
CC(C)(C)c1cc(NCc2ccccn2)n2ncc(-c3ccc(Cl)cc3)c2n1	-0.1	-5	7	2.1	-16	-3	3	4	-3
CC(NC(=O)NC1CCCCC1)C(c1cccs1)N1CCN(c2ccccc2)CC1 (stereo unspecified)	0.2	-8	-2	-1.9	-12	3	-3	-1	-1
COc1cccc(N/C=C/c2onc(C)c2[N+](=O)[O-])c1	-1.8	14	-6	-0.8	-1	-14	4	-6	-2
COc1ccc(-n2c(=O)cc(N3CCN(c4ccccc4OC)CC3)[nH]c2=O)cc1	-2.9	3	-11	-1.4	-1	9	2	-4	-3
Cc1cc(C)n2nc(-c3cccnc3)nc2n1	-3.9	4	5	2.7	12	-4	-2	-1	4
CCCCCCc1ccc(N2C[C@H](C)[C@@H](CC(=O)NCc3ccccc3)C2=O)cc1	-2.0	-3	-1	-1.2	-2	-13	-1	-28	-3
O=C(CSCc1ccccc1Cl)NN=C1CCCCCC1	-1.6	-7	-4	-0.2	-5	-10	3	-6	1
Cc1ccc(N(CC(=O)NCc2ccco2)C(=O)CCC(=O)Nc2nccs2)c(C)c1	-3.0	-2	8	-0.9	6	3	0	-40	-2
CCNC(=S)N1CCN(S(=O)(=O)c2cccc(C(F)(F)F)c2)CC1	-1.2	-8	-6	-1.8	-4	0	-5	-4	-3
CC(C)(C)Cc1nnc(NS(=O)(=O)c2ccc(F)cc2)s1	-5.4	26	2	-3.7	-17	1	6	-35	3
Cn1nc(-c2ccc(C(=O)NCC3CCCO3)cc2)c2ccccc2c1=O (stereo unspecified)	-2.4	5	5	2.5	-11	3	-4	-19	2
COc1cccc(NC(=O)CCC2CCN(C(=O)c3sccc3C)CC2)c1	-0.7	-7	6	0.4	3	-5	1	-37	-1
Cc1cccc(CN2CCN(C(c3ccccc3)c3ccc(Cl)cc3)CC2)c1 (stereo unspecified)	-3.5	-57	-35	-2.2	2	-1	-5	10	-1
COC(=O)NNC(=O)CCCOc1ccc(Cl)cc1Cl	-2.0	6	13	-3.6	-1	-5	1	-2	-2
COc1cc2[nH]c(=S)n(Cc3ccc(F)cc3)c(=O)c2cc1OC	-2.6	2	3	-1.5	-9	0	-6	-4	8
Cc1cc(=O)oc2cc(Oc3ncccn3)ccc12	-2.8	-5	8	-2.8	1	-11	0	-3	3
O=C(c1ccco1)N(Cc1ccc([N+](=O)[O-])cc1)c1ccc(Br)cc1	-1.2	-7	2	3.3	13	4	0	-19	5
COc1ccc(CCNC(=O)COC(=O)c2ccc[nH]c2=O)cc1	-3.7	-2	-3	-4.1	7	7	5	0	-1

Compound activity (PubChem)
